# Screens: PubChem, The Scripps Research Institute Molecular Screening Center
# FBW7 act – FBW7 E3 ligase activators, primary screen, biochemical, AlphaScreen, human; F-box/WD repeat-containing protein 7 (Homo sapiens), Q969H0; AlphaScreen FBW7–phospho-cyclin E peptide binding, activator screen; normalized activity (activation), % at 26.1 µM; 650,000 tested, 0.13% active; in the data active means normalized activity above about 1.9%;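 further: purified mutant Fbw7 with reduced substrate affinity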
# Target sequence (Q969H0 whole entry, looked up): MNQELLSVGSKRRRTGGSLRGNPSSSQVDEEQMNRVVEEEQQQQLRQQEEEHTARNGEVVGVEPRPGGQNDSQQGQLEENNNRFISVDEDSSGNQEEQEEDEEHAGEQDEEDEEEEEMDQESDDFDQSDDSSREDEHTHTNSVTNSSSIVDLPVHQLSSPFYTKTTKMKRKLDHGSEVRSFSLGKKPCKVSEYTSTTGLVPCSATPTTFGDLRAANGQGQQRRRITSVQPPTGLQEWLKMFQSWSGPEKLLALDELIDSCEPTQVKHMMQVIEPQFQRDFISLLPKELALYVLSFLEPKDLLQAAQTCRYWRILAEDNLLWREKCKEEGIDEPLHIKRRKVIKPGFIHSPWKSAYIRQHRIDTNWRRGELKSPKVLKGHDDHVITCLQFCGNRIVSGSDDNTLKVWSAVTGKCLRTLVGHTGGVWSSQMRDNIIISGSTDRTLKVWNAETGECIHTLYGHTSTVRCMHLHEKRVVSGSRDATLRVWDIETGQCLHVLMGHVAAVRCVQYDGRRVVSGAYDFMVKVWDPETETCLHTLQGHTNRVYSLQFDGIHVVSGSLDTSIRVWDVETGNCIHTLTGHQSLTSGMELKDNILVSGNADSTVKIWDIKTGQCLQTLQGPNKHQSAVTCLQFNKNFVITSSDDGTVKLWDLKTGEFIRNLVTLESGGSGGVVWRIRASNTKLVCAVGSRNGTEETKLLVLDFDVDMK
# TEAD-YAP block – TEAD-YAP interaction inhibition, primary screen, TEAD-YAP interaction inhibitor project, luminescence, HEK-TIYL cells; AID 1259422, 2018; TEAD-Gal4/YAP UAS-luciferase luminescence; inhibition, % at 9.12 µM; 640,000 tested, 1.4% active; in the data active means inhibition above about 32%;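 further: 0% = median of test compound wells and 100% = reference inhibitor wells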
# MITF primary – MITF inhibitors, primary screen, biochemical, AlphaScreen, human | 650,000 tested, 0.91% active | AID 1259374, 2018 | inhibition, % at 2.6 µM | Microphthalmia-associated transcription factor (Homo sapiens), O75030 | AlphaScreen MITF homodimerization, bead proximity signal; in the data active means inhibition above about 50%;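 further: 0% = vehicle wells with protein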
# GPR151 activ – activators of human GPR151, primary screen, cell-based, PathHunter beta-arrestin, luminescence; G-protein coupled receptor 151 (Homo sapiens), Q8TDV0; PathHunter beta-arrestin GPR151 cells; activation, % at 11.2 µM; 650,000 tested, 1% active; in the data active means activation above about 4.9%;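 further: 0% = median of compound wells and 100% = cells with positive control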
# An asterisk follows results filed as active.
SMILES,FBW7 act,TEAD-YAP block,MITF primary,GPR151 activ
CCOC(=O)N1CCC(N(CCCOC)C(=O)Nc2cccc(OC)c2)CC1,0.1,3,6,0.9
O=S(=O)(c1ccc(F)cc1)N1CCC(O)(c2ccccn2)CC1,0.0,7,9,0.4
Cc1ccc(-c2n[nH]c(CNC(=O)N3CCCC3)n2)cc1,1.2,9,2,-0.7
COc1ccc(Cl)cc1NC(=O)c1cc(S(=O)(=O)N2CCCCCC2)ccc1F,0.1,2,-6,5.7*
N#Cc1cc2ccccc2nc1SCC(=O)N1CCCC1,-0.1,-22,4,-0.5
COC(=O)c1ccccc1OC1OC(COC(C)=O)C(OC(C)=O)C(OC(C)=O)C1OC(C)=O (stereo not given),0.1,10,7,-0.2
COc1ccc(-c2nc3c(NCc4ccccc4)ncnc3n2C(C)C)cn1,0.2,-41,-7,1.4
N#C/C(=C\Nc1ccc2c(c1)OCO2)c1nc(-c2cccc([N+](=O)[O-])c2)cs1,0.2,2,-15,3.0
CCN1C(=O)CC(C(=O)Nc2ccc(I)cc2)SC1=Nc1ccc2c(c1)OCO2 (stereo not given),0.0,-2,15,2.1
Cc1ccc2c(c1)N(S(=O)(=O)c1ccc3c(c1)n(C)c(=O)c(=O)n3C)CCO2,-0.2,-8,-8,0.1
CS(=O)(=O)Nc1cccc(-c2cnc3[nH]c(=O)n(CC4CC4)c3n2)c1,-0.2,15,-23,0.6
CCOC(=O)C(Oc1ccccc1)C(=O)OCC,-0.1,0,-9,1.3
Cc1ccnc(NS(=O)(=O)c2ccc(NC(=O)C34CC5CC(C)(CC(C)(C5)C3)C4)cc2)n1,-0.1,14,1,0.1
CCc1ccccc1NC(=O)CSc1nnc2[nH]c(=O)c(C)nn12,1.2,1,26,-0.1
O=C(Oc1ccc2cc(Br)ccc2c1)c1ccncc1,0.1,-5,15,0.2
O=C(CN(C(=O)c1csnn1)c1ccccc1Cl)NC1CCCC1,0.1,3,-5,-0.7
CCOc1ccc(/C=N/NC(=O)c2cc(-c3ccccc3)n[nH]2)c(O)c1,-0.5,28,20,-0.3
CCN1CCC(NCc2ccccc2OC)CC1,1.8,-3,2,-1.4
COC(=O)c1c(NC(=O)C2CCCCC2)sc(C)c1C,-0.1,-6,-2,0.1
CN=c1scc(-c2ccccc2F)n1/N=C/c1ccc(O)c(O)c1O,-0.4,89*,4,-4.6

# Some entries already given, showing only GPR151 activ, FBW7 act and MITF primary:
smiles,GPR151 activ,FBW7 act,MITF primary
CCc1ccccc1NC(=O)CSc1nnc2[nH]c(=O)c(C)nn12,-0.1,1.2,26
O=C(Oc1ccc2cc(Br)ccc2c1)c1ccncc1,0.2,0.1,15
O=C(CN(C(=O)c1csnn1)c1ccccc1Cl)NC1CCCC1,-0.7,0.1,-5
CCOc1ccc(/C=N/NC(=O)c2cc(-c3ccccc3)n[nH]2)c(O)c1,-0.3,-0.5,20
CCN1CCC(NCc2ccccc2OC)CC1,-1.4,1.8,2
COC(=O)c1c(NC(=O)C2CCCCC2)sc(C)c1C,0.1,-0.1,-2

# The listing continues:
SMILES,FBW7 act,TEAD-YAP block,MITF primary,GPR151 activ
COc1ccc(C2(c3ccc(OC)c(C)c3)CCCC2)cc1C,-0.2,0,-2,1.3
Cc1cccc(COc2ccc(/C=C3/SC(=O)NC3=O)cc2)c1,-0.1,-11,-3,-1.2
O=C(O)Cc1c(-c2ccccc2)c2cc(Br)ccc2[nH]c1=O,0.0,1,-4,0.9
Cc1csc(NC(=O)c2ccc(NC3=NC4CS(=O)(=O)CC4S3)cc2)n1 (stereo not given),-0.2,-4,1,-0.5
CCN(CC)c1nc(NCc2ccc3c(c2)OCO3)nc(Nc2ccc(N3CCOCC3)cc2)n1,-0.2,4,3,-0.1
Cc1nc2ccccc2n1C(=O)c1cccc(N2C(=O)c3ccccc3C2=O)c1,0.1,6,10,-0.2
COc1ccc(C(NC(=O)CC(C)C)NC(=O)CC(C)C)cc1OC,-0.1,13,5,-1.1
O=C(NCCNC(=O)c1c(O)c2ccccc2oc1=O)Oc1ccccc1,-0.1,-5,-8,0.8
Cc1cc(C)cc(OCC(=O)N/N=C/c2cccs2)c1,-0.1,-1,5,-0.3
O=C(NN=C1CCN(Cc2ccccc2)CC1)c1ccc(Cl)cc1,0.2,0,15,-1.0
CC(C)N1C(=O)C(O)(C2COC(C)(C)CC2=O)c2ccccc21 (stereo not given),0.1,-3,-1,0.0
CC(=O)c1ccc(OC(=O)COc2ccccc2)cc1,0.0,10,-2,-0.1
O=C(Cn1nc(-c2ccc(Cl)cc2)ccc1=O)NCC1COCCO1 (stereo not given),0.7,8,11,-0.5
COc1cccc(C(C#N)NC(C)=O)c1 (stereo not given),0.3,5,-1,-1.2
C/C(=N\NS(=O)(=O)c1ccc(Cl)cc1)C1CC2CCC1C2 (stereo not given),0.0,0,19,1.2
O=c1c2c(nc3c(-c4ccccc4)c[nH]n13)CCC2,0.4,5,9,-0.8
CCc1ccc(Oc2coc3cc(OC(=O)C4CCCCC4)ccc3c2=O)cc1,-0.1,-3,0,0.8
CCCCCOc1ccc(N2C(=O)CSC2c2cccs2)cc1 (stereo not given),0.1,-13,-9,-0.1
COc1ccc(CCNC(=O)CCn2c(SCc3cc(=O)n4ccccc4n3)nc3ccccc3c2=O)cc1OC,-0.1,3,-8,-0.1
CCOC(=O)/C(=C\c1ccc2c(c1)OCO2)NC(=O)c1ccccc1,0.0,-67,-14,2.0

# Complete entries from above. Order of values: FBW7 act, TEAD-YAP block, MITF primary, GPR151 activ
# `O=C(Cn1nc(-c2ccc(Cl)cc2)ccc1=O)NCC1COCCO1` (stereo not given) is entered as 0.7, 8, 11, -0.5
# `C/C(=N\NS(=O)(=O)c1ccc(Cl)cc1)C1CC2CCC1C2` (stereo not given) is entered as 0.0, 0, 19, 1.2
# `CCc1ccc(Oc2coc3cc(OC(=O)C4CCCCC4)ccc3c2=O)cc1` is entered as -0.1, -3, 0, 0.8

# The listing continues.
SMILES,FBW7 act,TEAD-YAP block,MITF primary,GPR151 activ
Cc1ccc(C(C)C)c(Oc2ccc(-c3nc(N)nc(N)n3)cc2)c1,0.0,-4,0,0.9
CC(=O)c1c(C)oc2ccc(N(C(=O)c3cccc([N+](=O)[O-])c3)S(=O)(=O)c3ccc4ccccc4c3)cc12,-0.1,1,-12,-0.5
O=C1NN(c2ccccc2)C(=O)/C1=C\c1ccc(-c2cccc([N+](=O)[O-])c2)o1,0.2,12,16,1.3
CCOC(=O)c1cn(CC)c2ccc(S(=O)(=O)N3CC(C)CC(C)C3)cc2c1=O (stereo not given),0.4,7,19,-0.4
COc1ccc(Cl)cc1C(=O)Nc1ccc2nc(N3CCCCC3)cc(C)c2c1,0.0,6,10,0.8
CCc1ccc(N(CC(=O)N2CCCCCC2)S(C)(=O)=O)cc1,-0.3,-5,-8,-0.2
COC(=O)c1c(O)ccc(-c2ccc(OC)cc2)c1C(=O)OC,0.1,3,-2,0.4
CC[C@@H]1NC(=O)[C@@H]2C[C@H](NC(=O)c3ccc(C)cc3)CN2C1=O,-0.2,-10,-17,0.6
CCOC(=O)c1c(C)[nH]c(C(=O)COC(=O)Cc2coc3cc(OC)ccc23)c1C,0.0,2,-6,1.2
Cc1ccc2c(c1)cc(CN(C(=O)CC(C)(C)C)C1CCCC1)c1nnnn12,-0.1,-8,-7,0.3
Cc1ncc(CO)c(/C=N/NC(=O)c2ccoc2C)c1O,-1.3,-46,23,-0.8
CCCOC(=O)CSC1=C(C#N)C(c2ccccc2)CC(=O)N1 (stereo not given),0.1,57*,7,1.0
Cn1nc(-c2cccs2)n(-c2ccncc2)c1=O,-0.1,-14,2,0.7
O=CN1CCN(C(=O)COc2ccc(Cl)cc2)CC1,-0.1,7,3,-0.6
N#Cc1c(NC(=O)c2cc(S(=O)(=O)N3CCOCC3)ccc2Cl)sc2c1CCCC2,-0.2,-3,-6,0.4
COc1ccc(Cl)cc1NC(=O)CSc1nc(=O)n(Cc2ccncc2)c2c1CCC2,0.2,6,8,-0.3
CC1CCN(C(=O)CCCN2C(=O)c3cccc4cccc(c34)C2=O)CC1,0.1,-4,10,-0.8
CC(=O)ON1C(C)(C)CC(OC(=O)c2ccccc2)CC1(C)C,0.2,-5,-9,0.5
COc1ccc2c(c1)N(C)/C(=C1/SC(=Nc3c(C)n[nH]c3C)N(C)C1=O)S2,-0.1,-7,3,0.8
Nc1cccc(S(=O)(=O)N2CCOCC2)c1,0.0,-12,-3,-0.2

# 3 compounds already listed, sorted by number of heavy atoms, lowest first:
SMILES,FBW7 act,TEAD-YAP block,MITF primary,GPR151 activ
Cn1nc(-c2cccs2)n(-c2ccncc2)c1=O,-0.1,-14,2,0.7
Cc1ncc(CO)c(/C=N/NC(=O)c2ccoc2C)c1O,-1.3,-46,23,-0.8
CCCOC(=O)CSC1=C(C#N)C(c2ccccc2)CC(=O)N1 (stereo not given),0.1,57*,7,1.0

# Additional structures:
SMILES,FBW7 act,TEAD-YAP block,MITF primary,GPR151 activ
CC(C)(C)N=C(NS(=O)(=O)c1ccc(F)cc1)c1ccccc1,-0.1,-1,-3,-0.3
C=CSc1sc(Cl)c(N2CCC3(CC2)OCCO3)c1[N+](=O)[O-],-0.3,-3,2,5.2*
CC1CCN(C(=O)CSc2ccc3nnc(-c4cccs4)n3n2)CC1,1.2,11,13,0.8
CCCCCCNC(=O)c1ccc2c(c1)ncn2-c1cc(C)cc(C)c1,0.0,6,-4,-0.5
Cc1cc(C(=O)COc2ccc(C#N)cc2)c(C)n1C,0.1,-5,-5,-0.1
O=C1c2oc3ccccc3c(=O)c2C(c2ccncc2)N1Cc1ccccc1Cl (stereo not given),0.1,2,2,-1.0
COc1ccc(C2C(C(=O)NC(C)C)c3ccccc3C(=O)N2c2ccc(OC)cc2)cc1 (stereo not given),-0.1,-10,-2,-0.1
CCCCC(=O)Nc1cc(Cl)ccc1OC,-0.1,-10,-22,1.9
O=S(=O)(NCCCn1ccnc1)c1cc(Cl)ccc1Cl,-0.1,-11,2,0.5
COc1ccc(O)c(/C=N/NS(=O)(=O)c2ccc(C)cc2)c1,0.3,-5,10,-1.3
CCc1ccccc1NS(=O)(=O)c1ccc(OC)c(C)c1,0.2,1,6,-1.1
CCC(CC)C(=O)OCC(=O)c1ccc(OC)cc1OC,-0.1,-36,-2,-0.8
CC(CNC(=O)CCc1nc2ncccc2c(=O)n1Cc1ccc(F)cc1)c1ccccc1 (stereo not given),0.5,10,12,-1.2
COc1cccc(C2C(C#N)=C(N)OC3=C2C(=O)CC(c2ccccc2)C3)c1OC (stereo not given),0.6,6,26,0.1
Cc1ccc(CNS(=O)(=O)c2ccc(F)c(C(=O)Nc3cc(Cl)cc(Cl)c3)c2)cc1,0.0,-2,-1,1.2
O=C(N/C(=C/c1ccc2c(c1)OCO2)C(=O)N1CCOCC1)c1ccco1,0.1,4,12,-1.1
COCCCNC(=O)CSc1nc2ccsc2c(=O)n1CCCC(=O)NCc1ccc2c(c1)OCO2,0.0,-1,10,-1.0
COCCN=c1scc(-c2ccc(Cl)s2)n1/N=C/c1ccccc1O,-0.1,4,-4,0.9
COCc1ccc(CN2CCCC(N3CCC(CO)CC3)C2)o1 (stereo not given),0.0,-6,6,-0.7
COc1ccc(/C=c2\sc3nc4ccccc4n3c2=O)c(OC)c1OC,0.0,2,7,2.2
CCOC(=O)CSc1nc2ccccc2c(=O)n1C1CCCC1,0.7,8,15,-0.5
CC1CCCCN1C(=O)CSc1nnc2c3cc(F)ccc3n(C)c2n1 (stereo not given),0.0,-4,2,2.1
Cc1cccc(C)c1NC(=O)C(=O)NCc1ccc2c(c1)OCO2,0.0,-8,-12,-1.9
CC1(C)NC(=O)N(CCCCOc2ccc3ccccc3c2Cl)C1=O,0.1,-32,-4,4.6
CCOC(=O)Cc1c(C)nn(-c2ccccc2)c1C,0.0,-59,-12,0.4
O=C(O)c1c(CNCc2ccc(F)cc2)c2ccccc2n1Cc1ccccc1Cl,0.0,8,12,-0.4
Clc1ccc2nc(-n3nc4ccccc4n3)nc(-c3ccccc3)c2c1,0.0,-1,14,-0.3
COCCCNC(=O)C(C)N(c1ccc(Oc2ccccc2)cc1)S(C)(=O)=O (stereo not given),-0.1,5,-7,0.1
O=C(Cn1c(-c2cccs2)cc2ccccc21)NCC1CCCO1 (stereo not given),0.1,-2,8,-2.5
COCc1cc(C)nc2sc(-c3nc4ccc([N+](=O)[O-])cc4[nH]3)c(N)c12,0.0,-19,12,0.0
COc1cc(/C=C(/NC(=O)c2ccccc2)C(=O)Nc2ccc(F)c(Cl)c2)cc(OC)c1OC,0.1,6,4,-1.0
CCCCNC(=O)c1ccccc1NC(=O)c1cccc(F)c1,-0.1,3,-7,1.1
CCOc1ccc(S(=O)(=O)N(C)CCO)cc1-c1nc2c(C(C)(C)C)nn(C)c2c(=O)[nH]1,-0.2,-2,-5,-1.4
O=C(NCCN1CCOCC1)C1CCN(c2ccc(NCc3cccnc3)nn2)CC1,0.1,9,4,6.1*
O=C1CSC(N(c2ccccc2)c2ccccc2)=N1,0.2,-3,-2,0.4
N#CCSc1nnc(-c2ccco2)n1Cc1ccccc1,0.1,-2,-13,1.0
